Bioassay records as filed in PubChem.
DENV2 CPE – inhibitors of DENV2 cytopathic effect; DENV2-infected cells, cytopathic effect rescue, plate reader; AID 651640; CPE inhibition, % at 9.99 µM; actives 1.7% (n = 350,000); in the data active = CPE inhibition above about 20%, passing the limit was not always enough; inconclusive = no clear call, values can overlap the other calls; tested in BHK-21 cells;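 note: 0% = median of neutral control wells and 100% = median of positive control wells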
miR-122 sensor – miR-122 inhibition in Huh7 cells; Huh7 miR-122 Renilla luciferase sensor, 48 h; neutral wells = 0, positive control = 100; activation (reporter increase), % at 12.5 µM; actives 0.3% (n = 340,000);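 active = mean replicate activation score at least 90 and every replicate individually at or above 90; inconclusive = only one of the two criteria met; inactive = neither criterion met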;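 note: higher luciferase means less miR-122 activity so hits act as miR-122 inhibitors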
CASP6 VEID inh – inhibitors of human caspase-6; actives 0.53% (n = 350,000); purified caspase-6, Z-VEID-R110 cleavage fluorescence; inhibition, % at 12.5 µM;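 active = mean inhibition across replicates at least about 35%, with every replicate also reaching that limit, limit read from the data; inconclusive = only one of the two criteria met; inactive = neither criterion met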;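 note: 0% = median of neutral control wells and 100% = no fluorescence left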
Target sequence (P55212 24-179 limits assumed): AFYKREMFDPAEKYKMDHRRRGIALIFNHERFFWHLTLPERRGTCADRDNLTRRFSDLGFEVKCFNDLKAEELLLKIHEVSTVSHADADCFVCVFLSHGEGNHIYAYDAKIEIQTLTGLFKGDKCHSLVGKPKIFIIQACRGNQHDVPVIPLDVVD
Target sequence (P55212 194-293 limits assumed): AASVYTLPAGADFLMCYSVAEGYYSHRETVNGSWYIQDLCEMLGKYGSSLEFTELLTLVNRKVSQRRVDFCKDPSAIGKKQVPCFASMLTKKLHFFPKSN
ERp5 block – ERp5 (human) disulfide isomerase inhibition; ERp5 insulin aggregation, absorbance 650 nm, 90 min; AID 651711; inhibition, % at 9.99 µM; actives 0.05% (n = 350,000); Q15084;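 active = mean replicate inhibition above about 25%, with every replicate also reaching it, limit read from the data, passing the limit was not always enough; inconclusive = only one of those two criteria met; inactive = neither criterion met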
Target sequence (Q15084 whole entry, looked up): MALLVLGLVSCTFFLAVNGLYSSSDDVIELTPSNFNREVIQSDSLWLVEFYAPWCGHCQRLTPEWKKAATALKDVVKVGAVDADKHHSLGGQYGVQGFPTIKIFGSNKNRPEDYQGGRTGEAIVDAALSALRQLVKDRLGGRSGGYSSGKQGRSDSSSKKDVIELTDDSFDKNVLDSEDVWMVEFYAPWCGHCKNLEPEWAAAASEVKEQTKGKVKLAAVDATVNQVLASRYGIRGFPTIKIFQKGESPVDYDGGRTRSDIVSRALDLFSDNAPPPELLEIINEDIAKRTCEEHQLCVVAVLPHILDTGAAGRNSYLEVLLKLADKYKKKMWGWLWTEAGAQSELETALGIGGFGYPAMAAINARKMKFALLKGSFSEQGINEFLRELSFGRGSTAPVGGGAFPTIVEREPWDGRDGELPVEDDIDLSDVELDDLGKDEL
CFTR F508del cor – correctors of CFTR F508del function in bronchial epithelial cells | CFBE cells, YFP halide quenching; stimulated with forskolin plus potentiator P3; % fluorescence drop versus neutral controls | activity (quench increase), % at 7.58 µM | actives 0.36% (n = 350,000) | AID 720511;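 active = mean added fluorescence quench of at least 8% versus neutral control, with both replicates also reaching 8%; inconclusive = only one of the mean or replicate conditions met; inactive = mean below 8% and not both replicates reaching 8%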;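 note: cells transiently co-express mutant CFTR-F508del with the halide-sensitive YFP; corrector assay measuring rescue of mutant channel to the surface after 24 h compound exposure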
SIRT5 block – blocks human SIRT5 desuccinylation of peptide; Q9NXA8; inhibition, % at 15 µM; AID 652115; actives 1.1% (n = 330,000); Purified SirT5, succinyl-peptide AMC, trypsin-coupled fluorescence; in the data active = inhibition above about 15%; inconclusive = no clear call, values can overlap the other calls
Target sequence (Q9NXA8 whole entry, looked up): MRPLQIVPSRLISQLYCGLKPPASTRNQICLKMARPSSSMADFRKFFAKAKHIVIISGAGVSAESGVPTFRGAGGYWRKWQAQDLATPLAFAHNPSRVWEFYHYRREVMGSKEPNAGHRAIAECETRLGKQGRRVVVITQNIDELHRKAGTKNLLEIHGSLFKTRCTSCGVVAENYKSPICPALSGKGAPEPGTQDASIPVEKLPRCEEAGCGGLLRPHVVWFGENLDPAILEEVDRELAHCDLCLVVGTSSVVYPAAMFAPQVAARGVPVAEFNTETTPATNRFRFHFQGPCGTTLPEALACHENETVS
ERAP1 inh – blocks human ERAP1 aminopeptidase activity; recombinant ERAP1, Leu-AMC fluorescence, 60 min; actives 0.15% (n = 340,000); Q9NZ08; inhibition, % at 10.7 µM; AID 652197;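 active = mean replicate inhibition of at least 30%, or all replicates individually reaching that 30% level; inactive = mean below 30% and not every replicate reaching it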;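 note: 0% = neutral control wells and 100% = L-leucinethiol positive control wells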
Numbers without * were called inactive; ? = inconclusive; nt = no result given; [ ] = remark or other dose. Rows are unselected; 4% or so of the library scored in one or more.

SMILES	DENV2 CPE	miR-122 sensor	CASP6 VEID inh	ERp5 block	CFTR F508del cor	SIRT5 block	ERAP1 inh
COc1ccccc1-c1cnc2c(c1)C(=O)N([C@H](C)CO)C[C@H](C)[C@@H](CN(C)Cc1ccccc1)O2	12	13[16.7 µM]	-2	-3	-1.3	9	9
CCn1cc(C(=O)N[C@@H](C)C(=O)NCCCN2CCOCC2)c(=O)c2cc3c(cc21)OCO3	5	3	-2	-2	0.5	-5	-4
Cc1ccc(F)c(S(=O)(=O)NC(=O)C2(C)CCN2C(=O)c2cccc3ccccc23)c1 (stereo not drawn)	3	3	0	0	0.2	4	-1
COc1ccc(N2CCN(CCCNC(=O)C3CCC(CNc4nc(=S)[nH]c5ccccc45)CC3)CC2)cc1 (stereo not drawn)	-4	nt	1	-1	-0.2	8	3
CN(C)c1nc(C(F)(F)F)cc(=O)[nH]1	-5	nt	-4	1	nt	-5	0
CC(C)Oc1ccc(F)cc1-c1cc(C(=O)Nc2ccccc2)[nH]n1	1	-2	-3	-7	7.2	-4	1
COC(=O)C(NC(=O)c1ccccc1)C(C)(C)SCc1ccccc1 (stereo not drawn)	-5	-9	3	0	-1.8	-6	1
O=C(Nc1ccc(Br)cn1)c1ccc(Cl)s1	0	24	1	-3	3.0	1	-1
O=S(=O)(N1CCCCC1)N1CCNCC1	12	-1	0	4	-0.4	0	-2
C[C@@H](NC(=O)C[C@H]1CC[C@@H](NC(=O)Cc2ccccn2)[C@H](CO)O1)c1ccccc1	-4	6[16.7 µM]	0	2	-1.2	0	-1
O=C(N/N=C/c1cccc(Oc2ccccc2)c1)c1ccncc1	?	nt	2	5	1.3	3	5
Cc1ccc(S(=O)(=O)N2CCCCC2)c2nsnc12	10	-4	0	1	0.8	-1	0
C[C@@H]1CN([C@H](C)CO)C(=O)c2cccc(NS(=O)(=O)c3ccccc3)c2O[C@@H]1CN(C)S(=O)(=O)c1cn(C)cn1	-1	-6[16.7 µM]	2	-10	-0.9	1	-1
C[C@@H]1CCCCO[C@@H](CN(C)S(=O)(=O)c2cn(C)cn2)[C@@H](C)CN([C@@H](C)CO)C(=O)c2cc(N(C)C)ccc2O1	9	4[16.7 µM]	1	1	1.1	3	-6
CC1=CC2=NC(=O)CC(C)(C(=O)N(CC(=O)NC3CCCC3)Cc3ccc(Cl)cc3)N2C=C1 (stereo not drawn)	4	-3	-3	-11	-3.3	-21	2
O=C(CCc1nnc(Cc2ccc(-c3ccccc3)cc2)o1)NCC1CC1	0	nt	0	1	-0.2	-4	0
C[C@@H]1CN([C@@H](C)CO)C(=O)c2cc(NC(=O)Cc3ccccc3)ccc2O[C@@H]1CN(C)S(=O)(=O)c1ccccc1	-11	26[16.7 µM]	4	3	-1.5	5	0
N#CCCn1nc(-c2ccccc2)c2ccccc2c1=O	-4	-7	0	2	-2.4	13	0
Cc1cc(C(=O)NNC(=O)c2sccc2C)c(C)o1	12	0	0	-1	-1.2	-11	1
Cn1cnc(S(=O)(=O)N[C@@H]2CC[C@@H](CC(=O)NCC3CCCCC3)O[C@H]2CO)c1	?	nt	-4	2	-2.0	0	-3
Cc1noc(C)c1S(=O)(=O)Nc1ccc2c(c1)CC(=O)N([C@@H](C)CO)C[C@H](C)[C@@H](CN(C)Cc1ccc(Oc3ccccc3)cc1)O2	-1	6[16.7 µM]	nt	nt	-2.5	nt	nt
COc1ccc(C(NC(C)=O)c2nccc3cc(OC)c(OC)cc23)cc1OC (stereo not drawn)	5	-7	4	3	1.6	-2	3
CC(C)(C)c1ccc(S(=O)(=O)N2CCCC2C(=O)NC2=NCCS2)cc1 (stereo not drawn)	nt	-1	0	-5	nt	-1	-5
CC1CN(S(=O)(=O)c2cccc(C(=O)N(Cc3nnc(-c4ccccc4Cl)o3)C3CC3)c2)CC(C)O1 (stereo not drawn)	nt	-3	-156	1	-0.3	-1	-1
CCOc1ccc(S(=O)(=O)NCc2ccccn2)cc1	9	10	-2	0	-1.9	1	2

12 neighbouring records from above, quoted:
SMILES	DENV2 CPE	miR-122 sensor	CASP6 VEID inh	ERp5 block	CFTR F508del cor	SIRT5 block	ERAP1 inh
Cc1ccc(F)c(S(=O)(=O)NC(=O)C2(C)CCN2C(=O)c2cccc3ccccc23)c1 (stereo not drawn)	3	3	0	0	0.2	4	-1
COc1ccc(N2CCN(CCCNC(=O)C3CCC(CNc4nc(=S)[nH]c5ccccc45)CC3)CC2)cc1 (stereo not drawn)	-4	nt	1	-1	-0.2	8	3
CN(C)c1nc(C(F)(F)F)cc(=O)[nH]1	-5	nt	-4	1	nt	-5	0
CC(C)Oc1ccc(F)cc1-c1cc(C(=O)Nc2ccccc2)[nH]n1	1	-2	-3	-7	7.2	-4	1
COC(=O)C(NC(=O)c1ccccc1)C(C)(C)SCc1ccccc1 (stereo not drawn)	-5	-9	3	0	-1.8	-6	1
O=C(Nc1ccc(Br)cn1)c1ccc(Cl)s1	0	24	1	-3	3.0	1	-1
O=S(=O)(N1CCCCC1)N1CCNCC1	12	-1	0	4	-0.4	0	-2
C[C@@H](NC(=O)C[C@H]1CC[C@@H](NC(=O)Cc2ccccn2)[C@H](CO)O1)c1ccccc1	-4	6[16.7 µM]	0	2	-1.2	0	-1
O=C(N/N=C/c1cccc(Oc2ccccc2)c1)c1ccncc1	?	nt	2	5	1.3	3	5
Cc1ccc(S(=O)(=O)N2CCCCC2)c2nsnc12	10	-4	0	1	0.8	-1	0
C[C@@H]1CN([C@H](C)CO)C(=O)c2cccc(NS(=O)(=O)c3ccccc3)c2O[C@@H]1CN(C)S(=O)(=O)c1cn(C)cn1	-1	-6[16.7 µM]	2	-10	-0.9	1	-1
C[C@@H]1CCCCO[C@@H](CN(C)S(=O)(=O)c2cn(C)cn2)[C@@H](C)CN([C@@H](C)CO)C(=O)c2cc(N(C)C)ccc2O1	9	4[16.7 µM]	1	1	1.1	3	-6

(listing goes on)
SMILES	DENV2 CPE	miR-122 sensor	CASP6 VEID inh	ERp5 block	CFTR F508del cor	SIRT5 block	ERAP1 inh
C[C@@H]1CCCCO[C@@H](CN(C)S(=O)(=O)c2ccc(F)cc2)[C@@H](C)CN([C@@H](C)CO)C(=O)c2cc(NC(=O)c3ccccc3)ccc2O1	93*	-6[16.7 µM]	2	-2	0.9	2	-1
O=C(Nc1cccc(Cl)c1Cl)C1CCCO1 (stereo not drawn)	-9	-2	1	0	1.4	1	0
COc1cc(C[C@@H]2C(=O)OC[C@H]2Cc2ccc(OC)c(OC)c2)ccc1O	7	-4	-1	2	-1.5	-4	-1
COCCNC(=O)C[C@@H]1C[C@@H]2c3cc(NC(=O)CC4CC4)ccc3O[C@@H]2[C@H](CO)O1	-3	-2[16.7 µM]	1	-12	-2.5	0	1
C[C@H](CO)N1C[C@H](C)[C@H](CN(C)Cc2ccncc2)Oc2ncc(-c3cccc(C(F)(F)F)c3)cc2C1=O	2	-3[16.7 µM]	0	4	-0.1	4	-5
COC(=O)/C=C1/S/C(=N/NC(=O)c2ccc(OC)cc2)NC1=O	-5	-2	-4	6	0.3	-3	-4
COc1ccc(C(=O)OCC(=O)NC2CCCCCC2)cc1OC	-5	nt	2	-2	-2.0	-5	1
COc1ccc(C(=O)O/N=C2\C(=O)N(C)c3ccccc32)cc1	6	1	1	4	-0.9	-5	0
CCOCCCNC(=O)C(Cc1ccccc1)NS(=O)(=O)c1cccc2nsnc12 (stereo not drawn)	-8	nt	0	?	-3.2	2	1
Cn1nc(-c2ccc(Cl)cc2)cc1NC(=O)CCCC(=O)O	1	-2	-2	-1	-0.9	-1	0
CC(C)CNc1nc(NC(C)(C)C)nc(Oc2ccc(=O)[nH]n2)n1	-4	-2	1	-2	2.8	1	0
COc1ccc(C)cc1S(=O)(=O)NCCC1=CCCCC1	nt	93*	-2	3	-2.2	0	2
CCOC(=O)C1=CCC(c2ccc(C)cc2)N(S(=O)(=O)c2ccc(C)cc2)C1 (stereo not drawn)	-2	80	-3	-5	-1.8	-7	3
Cc1ccc(S(=O)(=O)NC2CC2)cc1[N+](=O)[O-]	0	nt	1	0	0.9	-1	-1
Cc1ccc(-c2ccc([C@@H]3[C@@H](CO)N4C(=O)CN(C(=O)CN5CCOCC5)C[C@@H]34)cc2)cc1	-8	nt	nt	4	-2.8	nt	nt
Cc1ccc(C2Nc3ccc4ccccc4c3C3=C2C(=O)CC(C)(C)C3)o1 (stereo not drawn)	nt	nt	1	-4	0.7	0	0
Cc1cc(C)c2c(c1)/C(=N/NC(=O)c1ccc(O)cc1)CCC2	-4	nt	-7	3	-2.1	1	0
CCN(CC)S(=O)(=O)c1ccc(N/N=C(\C)c2cccnc2)nc1	15	-5	-3	-4	0.3	5	3
Cc1cccc(C)c1NC(=O)NCCSc1snnc1C	-1	nt	-3	4	2.7	-4	-1
Cc1nnc(NC(=O)c2ccc3ccccc3c2)s1	-9	-3	-1	3	-7.8	-1	-3
CO[C@@H]1CN(C)C(=O)c2ccc(NC(=O)c3ccc(Oc4ccccc4)cc3)cc2OC[C@H](C)NC[C@@H]1C	?	-37[16.7 µM]	-1	3	-3.4	0	-1
C=CCn1c(SCc2n[nH]c(=S)n2-c2ccccc2)nnc1-c1ccccc1	-2	1	1	2	0.4	-1	1
Cc1ccc(NC(=O)C2COc3ccccc3O2)cc1S(=O)(=O)N1CCCCC1 (stereo not drawn)	3	0	-2	-5	-6.2	-3	0
Cc1ccc(S(=O)(=O)N[C@H]2CC[C@H](CC(=O)N3CCc4ccccc4C3)O[C@H]2CO)cc1	-2	1[16.7 µM]	1	11	-2.1	0	1
CCCC#Cc1ccc2c(c1)O[C@@H](CN(C)Cc1ccccn1)[C@H](C)CN([C@@H](C)CO)S2(=O)=O	-7	5[16.7 µM]	-1	-1	1.0	0	1
SMILES	DENV2 CPE	miR-122 sensor	CASP6 VEID inh	ERp5 block	CFTR F508del cor	SIRT5 block	ERAP1 inh
Cc1[nH]c2ccccc2c1CCN(Cc1cccnc1)C(=S)Nc1ccc(F)cc1	8	-7	1	5	1.8	-2	-8
O=C(C1CCOCC1)N1CC(=O)N2[C@@H](CO)[C@@H](c3ccc(-c4cccnc4)cc3)[C@@H]2C1	-6	nt	0	-1	-1.2	0	4
COCC(=O)Nc1ccc2c(c1)[C@H]1C[C@@H](CC(=O)O)O[C@@H](CO)[C@H]1O2	43*	nt	1	4	-1.3	-3	-3
CC(C)(C)OC(=O)C[C@@H]1C/C=C\C[C@H](CC(=O)N[C@@H](CO)Cc2ccccc2)C(=O)N[C@H](C(C)(C)C)COC1=O	9	-3	nt	-1	-0.8	nt	-1
CC(C)C(NC(=O)c1ccccc1F)C(=O)Nc1nccs1 (stereo not drawn)	-5	nt	-2	-4	-3.0	-2	-3
COc1ccc(OC)c(S(=O)(=O)NC(=O)C2(C)CCN2C(=O)CC2CCCC2)c1 (stereo not drawn)	-2	3	17	0	-0.5	10	-2
O=C(COc1ccccc1F)NCCc1ccc2c(c1)OCCO2	-2	14	-1	-8	2.3	-5	-1
C[C@H]1CCCCO[C@H](CN(C)Cc2ccc(C(F)(F)F)cc2)[C@@H](C)CN([C@@H](C)CO)C(=O)c2cc(NC(=O)c3ccccc3)ccc2O1	-3	9[16.7 µM]	2	-1	0.8	1	1
NC(=O)c1nsc(C(=O)N(c2ccccc2F)C(C(=O)NCc2ccccc2)c2ccc(O)cc2)c1N (stereo not drawn)	-2	9	-1	1	-0.6	-1	-4
C[C@@H]1CN([C@H](C)CO)C(=O)c2cc(NS(C)(=O)=O)ccc2O[C@@H](C)CCCCO[C@@H]1CN(C)C	-1	-6[16.7 µM]	0	-1	-1.3	2	-6
COc1ccc(Cc2nnc(NC(=O)C3CC(=O)N(c4ccccc4)C3)s2)cc1OC (stereo not drawn)	5	-3	0	-3	-2.2	-3	0
N#Cc1ccc(C(=O)OCC(=O)Nc2ccc(S(N)(=O)=O)cc2)cc1	-2	nt	0	0	-2.8	-3	nt
COc1ccccc1-c1cccc([C@@H]2C[C@H]3[C@H](CON3C)CN2C(=O)CCc2ccccc2)c1	-3	-3	2	-14	1.1	17*	0
